Compound activity: PubChem BioAssay, National Center for Advancing Translational Sciences (NCATS)
uPA surface inh: blocks generation of uPA at the cell surface; 330,000 tested, 0.31% active; cell surface uPA generation assay, qHTS; Potency, µM (top dose mostly 38.3 µM), without a hit: at the highest dose activity change, negative = inhibition, hits mostly inhibitors; AID 540303; active = well fitted inhibition curve with a large enough effect; inconclusive = small, poorly fitted or top-dose-only effect; inactive = no such curve, though single readings can be large or run the other way; tested in mouse RAW 264.7 cells; note: potency is the fitted concentration of half-maximal effect; % is set by controls: 0 for no effect and ±100 for the full control effect; nearly all actives have a fitted effect of over 55% in size
TRPV1 ag: agonists of human vanilloid receptor 1 (TRPV1) | TRPV1-expressing cells, Fluo-8 calcium influx, agonist mode | AID 540275 | activation, % at 8.33 µM | 320,000 tested, 0.19% active; in the data active = activation above about 80%; inconclusive = between about 30% and that limit; note: 0% is about no effect
Target sequence (Q8NER1 whole entry, looked up): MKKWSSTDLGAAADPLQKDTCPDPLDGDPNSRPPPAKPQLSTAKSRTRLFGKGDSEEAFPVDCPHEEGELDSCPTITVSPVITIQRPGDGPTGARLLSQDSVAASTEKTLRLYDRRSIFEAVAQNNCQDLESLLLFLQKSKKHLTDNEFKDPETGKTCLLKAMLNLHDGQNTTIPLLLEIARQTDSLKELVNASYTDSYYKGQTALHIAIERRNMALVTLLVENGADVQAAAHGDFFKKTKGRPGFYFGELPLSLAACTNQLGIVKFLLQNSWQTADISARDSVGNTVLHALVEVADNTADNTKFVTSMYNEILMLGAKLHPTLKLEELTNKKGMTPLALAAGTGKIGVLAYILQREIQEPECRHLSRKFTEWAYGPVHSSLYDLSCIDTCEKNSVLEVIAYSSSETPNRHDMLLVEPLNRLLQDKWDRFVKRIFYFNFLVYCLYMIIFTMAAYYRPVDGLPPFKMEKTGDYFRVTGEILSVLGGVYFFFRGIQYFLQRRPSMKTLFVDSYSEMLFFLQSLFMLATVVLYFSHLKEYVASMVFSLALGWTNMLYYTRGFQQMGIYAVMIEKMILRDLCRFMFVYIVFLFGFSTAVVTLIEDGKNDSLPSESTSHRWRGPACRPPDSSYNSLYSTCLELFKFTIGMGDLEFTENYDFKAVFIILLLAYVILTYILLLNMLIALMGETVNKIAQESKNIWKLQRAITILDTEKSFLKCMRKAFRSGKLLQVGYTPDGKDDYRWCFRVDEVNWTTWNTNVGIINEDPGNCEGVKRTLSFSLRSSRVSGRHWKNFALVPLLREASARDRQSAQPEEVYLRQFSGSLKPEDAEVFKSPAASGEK
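TRPV1-expressing cells were cultured overnight at 35.5C and loaded with Fluo-8 calcium dye for 40 to 90 min at room temperature. After a 10 s baseline, compound was added and calcium influx was read kinetically for 3 min (ex 480/em 520 nm).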
S-ASM inh: human S-ASM enzyme inhibition. placental ASM, HMU-PC fluorogenic substrate, 60 min. AID 504937. Potency, µM (series often up to 57.5 µM), inactives show top-dose activity change, negative = inhibition, usual class: inhibitors. 340,000 tested, 0.006% active. P17405; note: potency is the fitted concentration of half-maximal effect
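Human placenta-derived ASM preincubated with compound 10 min at room temperature, then reacted with 9 uM (final) fluorogenic HMU-PC substrate for 60 min at 37 C. Stop solution raises pH to 10; fluorescence read at Ex 386/Em 447 nm.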
PTAP TSG101 blk: blocks PTAP/TSG101 interaction to inhibit HIV-1 budding. Q99816. Fluorescence polarization, FITC-PTAP peptide / Tsg101 binding. Potency, µM (titrated, usually from 115 µM), for the others: top-dose activity change, negative = inhibition, actives largely listed as inhibitors. 340,000 tested, under 10 active. AID 493005; active = well fitted inhibition curve with a large enough effect in the main read-out, with a control signal flat, not every such curve was filed as active; inconclusive = small, poorly fitted or top-dose-only effect, or effect the other way, or a change in a side signal; inactive = no such curve, though single readings can be large or run the other way; note: potency is the fitted concentration of half-maximal effect; % of control where 0% means no effect
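Steps: Tsg101 binding domain dispensed (10 uM final), compounds pinned in DMSO, FITC-labeled PTAP-motif peptide added (50 nM final); after 20 min binding at room temperature, polarization measured.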
Integrin act MD: integrin-mediated muscular dystrophy alleviation activation; alpha7betagal myoblasts, beta-gal FDG fluorescence, 48 h; Potency, µM (series often up to 38.3 µM), for inactives: top-dose activation, hits mostly activators; 350,000 tested, 0.064% active;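 note: potency is the fitted concentration of half-maximal effect; 100% = response of the positive control SU9516; nearly all actives have a fitted effect of over 60% in size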
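alpha7betagal+/- myoblasts (passage 13, 250/well) treated 48 h at 37C with compounds at 1:260 dilution of DMSO stock. Lysed, then beta-galactosidase activity read as FDG fluorescence (ex 480/em 540) after 30 min, with pre-read for autofluorescence.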
USP2a inh: USP2a (human) protease inhibition; USP2 core, Ub-CHOP2 coupled fluorogenic reporter, 485/531; Potency, µM (series often up to 38.3 µM), inactives show top-dose activity change, negative = inhibition, most hits filed as inhibitors; 330,000 tested, 0.01% active;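 note: potency is the fitted concentration of half-maximal effect; plate controls were DMSO wells for no effect and full inhibition by NEM control for full effect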
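Cell-free coupled assay: 10nM USP2 core preincubated 30min RT with compound in Tris-HCl pH 8.0/CaCl2/CHAPS buffer, then 25nM Ub-CHOP2 and 25nM reporter substrate; fluorescence (Ex 485/Em 531) read after 60min RT, normalized to NEM inhibition, concentration-response curves fitted.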
Eya2 inh: inhibitors of human Eya2 phosphatase activity; O00167; recombinant Eya2, OMFP fluorescence dephosphorylation (OMFP is methylfluorescein phosphate); Potency, µM (titrated, usually from 76.9 µM), for the others: at the highest dose activity, negative = inhibition, hits mostly inhibitors; 330,000 tested, 0.006% active; AID 488837; note: potency is the fitted concentration of half-maximal effect; % is set by controls: 0 for no effect and ±100 for the full control effect
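Eya2 protein (added as 0.2 uM solution) was preincubated with compound for 10 min at ambient temperature in 50 mM HEPES pH 7.5, 50 mM NaCl, 5 uM MgCl2, 0.05% BSA, 1 mM DTT. OMFP (added at 50 uM) then reacted 10 min; fluorescence read at 485/525 nm.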
p53 reactivator: re-activators of mutant p53; H1299 p53-A138V BP100-luciferase reporter, luminescence, 24 h; Potency, µM (highest dose often 92.2 µM), inactives show at the highest dose activity change, positive = activation, actives largely listed as activators; 320,000 tested, 0.063% active; note: potency is the fitted concentration of half-maximal effect; % of control where 0% means no effect; nearly all actives have a fitted effect of over 45% in size
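p53-null H1299 cells stably carrying temperature-sensitive p53-A138V and a BP100-luciferase reporter were pinned with compounds (4-point, 1:5 series) and held 24 hrs at 37 deg C. Luminescence was read 10 min after detection reagent.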
ELG1 genotoxic: inducers of genotoxicity in HEK293T ELG1-luciferase cells; HEK293T ELG1-luciferase reporter, luminescence, 16 h; Potency, µM (top dose mostly 46 µM), for the others: at the highest dose activity change, positive = activation, hits mostly activators; 330,000 tested, 1.3% active; AID 504466; note: potency is the fitted concentration of half-maximal effect; % of control where 0% means no effect; nearly all actives have a fitted effect of over 60% in size
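16 hr compound incubation (37 °C, 5% CO2) of HEK293T cells carrying luciferase-tagged ELG1; luciferase then measured by ONE-Glo luminescence after 30 min at RT.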
BRCA1 expr act: activators of BRCA1 expression; 380,000 tested, 1.1% active; Potency, µM (top dose mostly 46.1 µM), for inactives: top-dose activation, hits mostly activators; MCF7-BRCA1-FFLuc reporter, luminescence, 48 h; response scale: scaled: vehicle 0%, 10 µM genistein 100%; AID 624202; note: potency is the fitted concentration of half-maximal effect; nearly all actives have a fitted effect of over 80% in size; some results filed as inactive show a strong effect at the top dose
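Luminescence from a BRCA1-driven firefly luciferase in MCF7 cells was the read-out, taken 15 min after substrate addition following 48 h compound exposure at 37 °C. Data were normalized to a 10 microM genistein control and DMSO vehicle.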
B2AR arrestin: agonists driving beta-arrestin recruitment to human beta2-adrenergic receptor; P07550; Potency, µM (top dose mostly 46.1 µM), for inactives: at the top dose activation, actives largely listed as activators; beta-arrestin recruitment to beta2AR, cell-based reporter; 330,000 tested, 0.02% active;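 note: potency is the fitted concentration of half-maximal effect; 0% = DMSO controls and full agonism = EC100 isoproterenol or metaproterenol; nearly all actives have a fitted effect of over 65% in size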
Numbers without * were called inactive; ? = inconclusive; . = not tested or not shown; [ ] = another dose, or the depositor's remark. Unless noted, calls come from the whole dose curve; as a rule, active = well fitted curve in the direction sought with a large enough effect; inconclusive = small, poorly fitted or top-dose-only effect, or another doubt; inactive = no such curve, though single readings can be large; an effect the other way counts as inactive or inconclusive.

mol | uPA surface inh | TRPV1 ag | S-ASM inh | PTAP TSG101 blk | Integrin act MD | USP2a inh | Eya2 inh | p53 reactivator | ELG1 genotoxic | BRCA1 expr act | B2AR arrestin
CCOc1ccccc1NC(=O)c1cc(S(=O)(=O)N2CCN(CC)CC2)ccc1Cl | -2.4% | 2.8 | 2.5% | -2.1% | 14.4% | 0.7% | 6.2% | 7.9% | -14.9% | -16.6% | -0.9%
C=CCOc1ccccc1CNCCCN1CCOCC1 | -7.8% | 1.8 | 0.8% | -5.8% | -18.0% | 1.6% | -8.7% | 9.7% | 1.7% | -4.1% | -0.9%
Cc1ccc(S(=O)(=O)N(C)c2ccc(OCC(=O)O)cc2)cc1 | -2.1% | -3.0 | 4.6% | -2.4% | 8.3% | 2.0% | 17.5% | -5.5% | 0.4% | 17.2% | -0.2%
CC(=O)c1ccccc1OCCn1nc(C(=O)O)c2ccccc2c1=O | 0.1% | -2.0 | 27.1% | -0.2% | ? | -1.4% | -2.8% | -1.5% | -13.8% | -9.0% | -2.0%
COCc1cc(OC)nc(-c2csc(C)n2)n1 | 2.9% | . | -1.9% | 0.3% | 15.7% | 1.8% | ? | 0.9% | 0.1% | -2.8% | -0.3%
CCn1c(=O)c(=O)[nH]c2cc(C(=O)N3CCN(c4ccccc4F)CC3)ccc21 | 4.0% | 2.5 | 1.8% | -1.9% | -23.6% | 1.5% | -1.9% | 26.1% | -18.2% | 24.8% | -0.4%
CNC(=O)NC(=O)COC(=O)CCCSc1nc2ccccc2s1 | -3.0% | ? | -0.8% | -0.6% | 6.8% | -0.2% | 3.3% | -15.0% | 2.1% | -32.9% | 0.1%
Cc1ccc(NC(=O)NNC(=O)C2CC(c3cccnc3)=NO2)cc1 (centres undefined) | 3.0% | . | -2.3% | 4.5% | -12.8% | 4.7% | 5.6% | -7.4% | 5.5% | 0.0% | -0.6%
CC(c1ccon1)N(C)Cc1c(C(=O)N(C)Cc2ccccc2)nc2ccccn12 (centres undefined) | -1.8% | 4.0 | -1.0% | 0.9% | -19.5% | 1.8% | 5.3% | -3.2% | -7.9% | -0.8% | -0.2%
O=C(NCCOc1ccc(Cl)cc1)c1ccc2ccccc2n1 | 4.1% | 29.1 | -11.1% | -0.4% | 7.5% | -3.1% | -5.6% | 0.6% | 2.3% | 65.5% | 0.1%
CCN1C(=O)[C@H]2[C@@H](c3ccc(OC)cc3)N3C(=O)CN(CC4CC4)C(=O)[C@@]3(C)[C@H]2C1=O | 4.8% | 2.6 | 5.3% | . | 15.2% | 1.1% | -9.4% | . | 4.9% | 5.4% | 0.0%
Cc1cccc(-c2nnc(SCC3CNC(=O)O3)n2-c2ccc(Cl)cc2)c1 (centres undefined) | -6.3% | 0.0 | 2.0% | -8.5% | 8.0% | 0.5% | -0.7% | -7.2% | 1.4% | 13.3% | -0.6%
Cc1ccc2c(c1)C(c1ccc(F)cc1)N(C(=O)c1ccc(S(=O)(=O)N(C)C)cc1)CC(=O)N2 (centres undefined) | -0.9% | -0.8 | -4.0% | -5.0% | -13.8% | 2.2% | 5.8% | 3.8% | 0.8% | -20.8% | -0.2%
CCCc1cc(=O)oc2c3c(cc(OCC(=O)NCCN4CCOCC4)c12)OC(C)(C)CC3 | 6.9% | 2.3 | 12.9% | 2.7% | 15.7% | 0.4% | -3.3% | . | 2.6% | -7.7% | -0.9%
COC(=O)CSc1nc2sc(C)c(C)c2c(=O)n1C | -1.1% | 9.1 | -2.2% | -4.7% | -3.6% | 2.3% | -0.8% | 3.4% | 2.3% | -0.5% | -0.1%
O=C(Nc1ccc(F)cc1F)Nc1ccc(F)cc1F | 5.1% | ? | 7.4% | -3.3% | -21.1% | 1.1% | 1.7% | 1.7% | 12.9% | 10µM* | 0.3%
COc1ccc(Br)cc1C(=O)Nc1ccc(N2CCN(S(C)(=O)=O)CC2)cc1 | -2.1% | -0.8 | -6.2% | -9.4% | 39.7% | -0.3% | 20.0% | -4.8% | 7.8% | -1.7% | 0.1%
CS(=O)(=O)c1ccc(C(=O)OCC(=O)N(CCc2ccccc2)Cc2ccccc2)cc1 | -0.9% | 4.6 | -6.0% | -5.8% | -11.6% | -1.3% | -3.9% | -2.1% | 0.3% | 1.3% | 0.4%
O=C(NCc1nc2ccccc2[nH]1)C1=C[C@@H](C2CC2)C[C@@H](OCc2ccc(CO)cc2)O1 | 19.0% | 22.0 | -1.7% | -11.1% | 2.8% | 1.1% | 10.9% | -4.2% | -5.5% | 0.0% | 4.5%
CN(C)C(=O)c1ccc(NC(=O)COC(=O)/C=C/c2cccs2)cc1 | -14.5% | -1.9 | 1.9% | 0.7% | -10.4% | 0.8% | -1.6% | -2.1% | -2.4% | -6.4% | -0.7%
O=C(Nc1cccc(-c2csc(Nc3ccccc3)n2)c1)c1cc([N+](=O)[O-])cc(C(F)(F)F)c1 | -8.4% | 2.1 | -6.3% | -6.3% | 16.9% | -0.2% | -3.1% | 20.9% | 13.4% | 0.0% | 0.0%
Oc1ccc(C[C@H]2CNCCN2CCc2cccc(F)c2)cc1 | -20.5% | 12.5 | -1.5% | -1.8% | 9.9% | -1.4% | -2.0% | -7.3% | -2.7% | 0.0% | -0.4%
Clc1ccccc1CSc1nncn1NC/C=C/c1ccccc1 | 3.4% | 7.3 | -1.8% | -2.6% | -32.0% | 3.3% | -7.0% | -29.7% | -0.1% | -0.4% | 0.2%
CCOc1ccccc1N(CC(=O)NCc1ccncc1)S(=O)(=O)c1ccccc1 | 1.2% | 5.4 | 1.9% | -0.8% | -15.0% | 0.7% | 16.0% | 0.2% | -10.9% | 4.5% | -0.8%
COc1cccc(/C=C2/CN(C)CC3=C2OC(N)=C(C#N)C3c2cccc(OC)c2)c1 (centres undefined) | -9.3% | 1.4 | 16.6% | 0.8% | 1.7% | -0.9% | -3.2% | -3.5% | -11.9% | -23.1% | -0.4%

Going on with the list.
mol | uPA surface inh | TRPV1 ag | S-ASM inh | PTAP TSG101 blk | Integrin act MD | USP2a inh | Eya2 inh | p53 reactivator | ELG1 genotoxic | BRCA1 expr act | B2AR arrestin
O=C1CC(/C=C/c2ccccc2)=Nc2ccccc2N1 | 4.3% | 23.9 | -2.5% | -4.1% | -34.0% | 0.6% | -5.5% | 12.2% | ? | 6.3% | 3.3%
CCN(CC)S(=O)(=O)c1ccc2nc(NC(=O)c3ccco3)sc2c1 | -0.2% | 23.9 | -6.8% | -4.0% | 4.6% | -0.6% | -10.5% | 5.8% | 3.7% | 11.2µM* | -0.4%
Cc1ccc(C(=O)OCC(=O)N(C)c2c(N)n(Cc3ccccc3)c(=O)[nH]c2=O)s1 | 0.5% | 2.7 | 0.7% | -4.8% | -21.8% | -0.3% | -0.6% | -2.4% | 1.6% | 4.2% | 3.5%
Cc1ccc(S(=O)(=O)c2c[nH]c3ccc(Cl)cc3c2=O)cc1 | -1.5% | 0.3 | -4.2% | -6.6% | 44.6% | 4.9% | 5.7% | -4.8% | -4.2% | 10.1% | 0.4%
COc1ccc(S(=O)(=O)N2CCCCCC2)cc1C(=O)N(C)Cc1c(F)cccc1Cl | -3.5% | 21.8 | 3.8% | -5.0% | -15.8% | 1.8% | -13.0% | -18.5% | -3.3% | -28.4% | -0.4%
CCCCN(C)CCNC(=S)Nc1ccc2nc(N3CCN(CC)CC3)cc(C)c2c1 | -7.1% | 3.2 | 194.9%[activator] | -1.0% | ? | 0.7% | -15.4% | 5.2% | 1.3% | -52.6% | 3.3%
COC(=O)c1ccc(CNCC(O)COc2ccc(-c3ccccc3)cc2)cc1 (centres undefined) | 6.0% | 1.1 | -10.7% | -0.4% | -7.7% | 2.0% | 13.6% | -3.5% | 1.1% | -14.0% | 4.7%
O=C(Nc1nc2ccccc2s1)c1c(F)cccc1Cl | -0.8% | 19.8 | -1.4% | 2.5% | 12.6% | 4.1% | -16.1% | . | ? | 10µM* | 3.2%
COc1ccc(C2(c3ccc(OC)cc3)NC(=O)N(Cn3nnc4ccccc4c3=O)C2=O)cc1 | -1.6% | 4.8 | -9.5% | -5.3% | 1.8% | 1.0% | 5.3% | -8.1% | -4.5% | -27.8% | -0.6%
CN1CCN(C(=O)C2=C[C@H](C3CC3)C[C@H](OCc3ccc(CO)cc3)O2)CC1 | 6.7% | . | 2.1% | 2.4% | 8.2% | . | . | . | . | 16.8% | .
COc1cc(C(=O)Nc2ccccc2NC(=O)c2cc(OC)c(OC)c(OC)c2)cc(OC)c1OC | -7.4% | ? | -8.7% | -0.7% | 10.9% | 0.8% | 5.4% | -5.5% | -1.4% | -7.5% | -0.3%
